Cneo AK release = Cryptococcus neoformans cell lysis inducers, primary screen, AK release luminescence, single concentration | C. neoformans lysis, adenylate kinase release luminescence, 4 h; normalised: neutral wells 0, clomiphene wells 100 | lysis activity, % at 15 µM | 360,000 compounds, 0.2% hits;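 active = mean lysis activity across replicates of at least 80%, whatever share of replicates individually reach that level; inactive = mean lysis activity below 80%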
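Schedule: static 4 h at 37 °C with compound, 1 h detection; system: C. neoformans cells; benchmarks: Clomiphene as positive control; buffer or medium: fresh YPD medium; measure: luminescence rise reflecting yeast cell lysis; measured by: luminescent adenylate kinase detection reagent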
XiGFP reactiv = activators of inactive X chromosome reactivation, primary screen, imaging, XiGFP fibroblasts, GFP high-content imaging, set 2 | XiGFP mouse fibroblasts, % GFP-positive cells imaging, 3 d; cells co-treated with 5-aza-dC sensitizer; scaled so ellipticine positive control = 100% | activation, % at 7.58 µM | 360,000 compounds, 0.055% hits | AID 743238, 2013;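 active = mean normalized replicate activation at least 10% and every replicate at or above 10%; inconclusive = only one of the two criteria met; inactive = mean below 10% and not all replicates reach 10%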;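 also: 0% = median of on-plate neutral control wells and 100% = ellipticine 6 µM median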
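Material: XiGFP fibroblasts, SV40-immortalized; Buffer or medium: DMEM containing 5-aza-dC; Compound dosing: single point; Times: 3 days compound exposure.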
C2C12 statin = suppressors of statin myotoxicity in C2C12 myotubes, primary screen, cell-based, single point, plate reader | rescue of ATP level, % at 7.49 µM | 330,000 compounds, 0.78% hits | AID 602340, 2012 | C2C12 myotubes + simvastatin, ATP luminescence, 48 h; scaled: DMSO 0, geranylgeraniol control 100;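 active = mean ATP rescue above about 67%, or every replicate alone reaching that limit, limit read from the data, passing the limit was not always enough; inconclusive = no clear call, values can overlap the other calls; inactive = mean under the limit and some replicate under it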;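 also: myotubes were challenged with 10 µM simvastatin during compound exposure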
LGR2 inh = inhibitors of bursicon-induced LGR2 CRE-luciferase signal, primary screen, cell-based, HEK293, CRE-luciferase reporter, bursicon stimulation; Drosophila bursicon receptor LGR2 (rickets); bursicon-stimulated, 4 h; inhibition, % at 9.99 µM; 380,000 compounds, 0.35% hits; AID 720647, 2013;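 active = drop in luminescence signal, shown as inhibition above about 50% in the replicate tests, limit read from the data, passing the limit was not always enough; inconclusive = probably only some replicates passing the limit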;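 also: agonist challenge used bursicon conditioned medium at about half maximal strength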
ERAP1 inh = human ERAP1 aminopeptidase inhibitors, primary screen, biochemical, single point, plate reader | Endoplasmic reticulum aminopeptidase 1 (Homo sapiens), Q9NZ08 | recombinant ERAP1, Leu-AMC fluorescence, 60 min | inhibition, % at 10.7 µM | 340,000 compounds, 0.15% hits | AID 652197, 2013;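 active = mean replicate inhibition of at least 30%, or all replicates individually reaching that 30% level; inactive = mean below 30% and not every replicate reaching it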;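 also: 0% = neutral control wells and 100% = L-leucinethiol positive control wells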
S100A4 MyoIIA = inhibitors of S100A4-myosin IIA peptide binding, primary screen, biochemical, fluorescence polarization, TAMRA-MyoIIA peptide; Protein S100-A4 (Homo sapiens), P26447; inhibition, % at 10.7 µM; 360,000 compounds, 0.14% hits;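 active = mean inhibition of at least 70% across replicates, with every replicate also reaching that level; inconclusive = mean inhibition reaches 70% but some replicates fall short; inactive = mean inhibition below 70%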
Target sequence (P26447 whole entry, looked up): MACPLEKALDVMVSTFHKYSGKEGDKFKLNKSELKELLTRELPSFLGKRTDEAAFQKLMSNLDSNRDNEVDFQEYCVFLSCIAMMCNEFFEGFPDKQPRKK
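Test system: S100A4 monomer protein; Medium: HEPES pH 7.2 with CaCl2, KCl, NaCl, DTT, Triton; Probe or stimulus: TAMRA-labelled myosin IIA heavy-chain peptide probe, 5 nM; Doses: one dose per compound; Times: polarization read 5 min after assay mix addition, stable 5–60 min; Benchmarks: neutral control DMSO, positive control TFP.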
PGC1a acetyl inh = inhibitors of PGC1a acetylation signal, primary screen, cell-based, U2OS, AlphaScreen, inhibitor mode | AlphaScreen anti-acetyl-lysine; with virally co-expressed GCN5 acetyltransferase | inhibition, % at 15.6 µM | 350,000 compounds, 0.17% hits;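 active = every replicate shows inhibition of at least 40%; inconclusive = mean inhibition at least 40% but some replicate below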;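 also: 0% = neutral control wells and 100% = positive control wells; some results beyond the cut were filed as inactive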
SIRT5 inh = SIRT5 desuccinylase inhibitors, primary screen, biochemical, fluorescence imaging, single point, set 5; Purified SirT5, succinyl-peptide AMC, trypsin-coupled fluorescence; 330,000 compounds, 1.1% hits; inhibition, % at 15 µM; in the data active = inhibition above about 15%; inconclusive = no clear call, values can overlap the other calls
Target sequence (Q9NXA8 whole entry, looked up): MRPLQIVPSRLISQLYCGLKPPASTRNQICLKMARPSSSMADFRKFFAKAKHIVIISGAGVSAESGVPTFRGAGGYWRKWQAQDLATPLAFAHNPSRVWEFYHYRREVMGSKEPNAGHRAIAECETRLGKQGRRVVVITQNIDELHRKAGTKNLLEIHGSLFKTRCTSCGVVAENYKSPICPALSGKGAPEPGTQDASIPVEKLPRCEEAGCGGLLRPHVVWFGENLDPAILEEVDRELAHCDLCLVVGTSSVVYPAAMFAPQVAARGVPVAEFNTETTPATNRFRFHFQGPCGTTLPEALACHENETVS
Starred values were filed as active, the others as inactive; i = inactive; ? = inconclusive; · = no result given. This is a subset, so the mix of outcomes need not match the whole.

item	SMILES	ERAP1 inh	XiGFP reactiv	S100A4 MyoIIA	SIRT5 inh	LGR2 inh	PGC1a acetyl inh	Cneo AK release	C2C12 statin
1	NC(=S)N1OC[C@@H]2COc3ccc4ccccc4c3[C@@H]21	0	0.1	1	-4	·	11	·	9
2	CCc1cc(-c2[nH]ncc2-c2nc3ccccc3n2C)c(O)cc1O	1	0.0	-3	-8	-6	-5	0	8
3	CO[C@@H]1CN(C)C(=O)c2ccc(NS(=O)(=O)c3ccccc3F)cc2OC[C@@H](C)NC[C@H]1C	0	·	14	·	·	3	-2	-14
4	CCOc1ccc(C(=O)Nc2cccc(-c3ccc4nncn4n3)c2)cc1	3	0.0	-5	-3	-21	1	3	-17
5	Cc1ccc2nc(N3CCN(C(=O)CCCC(=O)O)CC3)nc(-c3ccccc3)c2c1	5	0.0	3	-2	6	·	-1	-4
6	C/C(=N\Nc1nncc2ccccc12)c1cccc(OC(F)F)c1	-4	0.1	-6	-1	-102	·	-4	-152
7	O=C(CNC(=S)N(Cc1ccccc1F)C1CCCCC1)NCC1CCCO1 (configuration not stated)	3	-0.1	7	-1	4	9	·	·
8	C[C@@H]1CN([C@H](C)CO)C(=O)c2cc(NC(=O)Nc3ccc(F)cc3)ccc2O[C@H]1CN(C)Cc1ccc2c(c1)OCO2	0	-1.1	2	0	15	17	-1	5
9	Cc1ccc(C)c(CS(=O)(=O)c2cn(CC(=O)N3CCC(C)CC3)c3ccccc23)c1	·	-0.1	·	·	8	-3	3	-20
10	O=C(CN1C(=O)NC2(CCCc3ccccc32)C1=O)N1CCN(c2cccc(C(F)(F)F)c2)CC1 (configuration not stated)	2	0.0	0	-11	11	5	-1	-25
11	COc1ccc2c3c(n(C)c2c1)[C@H](CO)N(C(=O)CN(C)C)CC31CCN(C(=O)C2CCC2)CC1	-8	0.1	-7	·	-9	·	·	·
12	COc1ccc(S(=O)(=O)N2CCCC(C(=O)NCCC(C)C)C2)cc1 (configuration not stated)	-3	0.1	3	3	·	-21	5	5
13	O=C(CS(=O)(=O)c1ccccc1)Nc1ccccc1Br	5	0.0	-2	-4	-19	·	0	4
14	O=C(c1cc(C(=O)N2CCCC2)cc([N+](=O)[O-])c1)N1CCCC1	0	0.0	-1	-5	0	·	-4	3
15	O=C(C[C@@H]1C=C[C@H](NC(=O)CC2CC2)[C@H](CO)O1)NCc1ccc(Cl)cc1	-6	0.3	2	2	-1	-3	1	6
16	Nn1c(Cc2cccc3ccccc23)nnc1SCc1ccc(Cl)c(Cl)c1	-2	0.1	1	-8	11	-15	1	·
17	O=C(N[C@H](C(=O)N1CCC[C@H]1C(=O)NCCc1ccccc1Cl)C1CCCCC1)c1cccs1	4	0.1	-44	1	1	·	·	·
18	Cc1cc(NC(=O)c2ccc3c(c2)OCCO3)ccc1NC(=O)c1cc2ccccc2o1	1	1.0	4	-3	?	-14	0	-37
19	Cc1ccc(Cl)cc1N(CC(=O)Nc1cccc(N(C)S(C)(=O)=O)c1)S(C)(=O)=O	-1	0.1	-4	-8	8	·	·	·
20	CC(C)CC(=O)NCCCCc1ccccc1	-8	0.5	-1	0	·	·	·	·
21	C=CCSc1nc2ccccc2n1C(=O)/C=C/c1cc(OC)c(OC)c(OC)c1	5	·	-12	-7	96*	i	-2	·
22	CC1(c2ccc(Cl)cc2)NC(=O)N(CC(=O)NCc2cccs2)C1=O (configuration not stated)	-2	0.3	4	1	-32	·	·	·
23	C=C1c2c(Cl)ccc(O)c2C(O)=C2C(=O)[C@]3(O)C(O)=C(C(N)=O)C(=O)[C@@H](N(C)C)[C@@H]3[C@@H](O)C12 (some centres not stated)	8	0.1	-6	36*	3	-8	1	8
24	COc1ccc(S(=O)(=O)N(C)C[C@@H]2Oc3c(NC(=O)c4ccncc4)cccc3C(=O)N([C@@H](C)CO)C[C@H]2C)cc1	1	-0.1	-4	17*	-2	6	-3	-20
25	COc1ccc(CCN(C)CC(=O)Nc2c(C)cc(C)cc2C)cc1OC	-9	0.1	-1	3	-8	8	-2	0
26	C=CC[C@H](CC(=O)OC(C)(C)C)C(=O)OC[C@@H]1CCCN1C(=O)[C@H](CC=C)CC(=O)N[C@H](CO)Cc1ccccc1	3	0.0	38	3	·	·	4	-1
27	CN1C(=O)[C@H]2[C@@H](C3CC3)N3C(=O)CN(CC4CC4)C(=O)[C@@]3(C)[C@H]2C1=O	-2	0.1	-3	8	·	-11	-1	·
28	O=S1(=O)NC[C@]23C[C@H](c4ccc(F)cc4)[C@@H](C[C@@H]21)O3	·	0.1	·	·	6	·	-2	9
29	CC=Cc1ccc2n(c1=O)C[C@H]1[C@H](CO)[C@@H](C(=O)NC3CCC3)[C@@H]2N1Cc1ccncc1 (mixture of isomers)	1	-0.1	3	-14	-9	·	·	·
30	O=C(Nc1ccc2c(c1)OCO2)c1ccccc1	-7	-0.1	-4	5	-62	6	-1	·
31	COC(=O)CSCC(=O)Nc1nnc(-c2ccccc2C)s1	1	0.6	5	2	25	·	·	·
32	CCc1cc(CNC(=O)CC2C(=O)NCCN2Cc2ccc(-c3ccccc3)cc2)on1 (configuration not stated)	0	0.0	-6	1	-7	-3	0	14
33	CN(C)c1ccc2c(c1)[C@H]1C[C@H](CC(=O)NCc3ccc4c(c3)OCO4)O[C@@H](CO)[C@H]1O2	-3	0.1	-43	-5	6	8	-4	-4
34	CCOc1ccc(NC(=O)CN(C)C(=O)Cn2c(=O)cnc3ccccc32)cc1OCC	-1	-0.1	3	-4	-4	5	0	-5
35	COc1ccc(NC(=O)Nc2ccc3c(c2)C(=O)N([C@@H](C)CO)C[C@H](C)[C@@H](CN(C)C(=O)Nc2c(C)noc2C)OCCCC[C@H](C)O3)cc1	1	0.0	6	-2	6	-6	0	·
36	CCN(CC)CCN(C(=O)c1ccc(S(=O)(=O)N(C)C2CCCCC2)cc1)c1nc2ccc(OC)cc2s1	-5	-0.1	-3	-4	-10	-3	2	-17
37	CN1C(=O)N[C@@H]2c3ccccc3O[C@@]1(C)[C@@H]2CO	3	·	-39	-2	·	4	5	·
38	O=C(CS(=O)(=O)Cc1ccccc1)NCc1ccco1	4	0.2	-8	0	-9	·	·	·
39	CN1OC[C@@H]2CN(S(=O)(=O)c3cccc(C(F)(F)F)c3)[C@H](c3ccc(-c4cccnc4)cc3)C[C@@H]21	8	-0.2	-2	-1	2	-10	-2	-11
40	Cc1ccc(S(=O)(=O)N(C)C[C@H]2Oc3ccc(NC(=O)c4ccncc4)cc3C(=O)N([C@@H](C)CO)C[C@H]2C)cc1	2	-0.9	-14	-6	-2	13	-1	-20
41	CCCOC(=O)c1c(NC(=O)C2C3C=CC(C3)C2C(=O)O)sc2c1CCC(C)C2 (configuration not stated)	4	0.0	-3	-2	-9	4	·	·
42	CN1CCN(C(=S)Nc2cccc(C(F)(F)F)c2)CC1	10	0.0	-4	-4	-6	·	0	-7
43	Cc1noc(C)c1NC(=O)Nc1ccc2c(c1)CC(=O)N([C@@H](C)CO)C[C@@H](C)[C@@H](CN(C)C(=O)NC(C)C)O2	·	-0.2	·	·	-23	-2	0	17
44	C[C@@H]1CCCCO[C@H](CN(C)C(=O)CCCN(C)C)[C@@H](C)CN([C@@H](C)CO)C(=O)c2cc(NC(=O)C3CCCCC3)ccc2O1	-2	-0.2	-7	-9	-13	-5	1	·
45	C/C(CC(=O)NC(C)C)=N\NC(=O)C(c1ccccc1)c1ccccc1	12	0.1	-3	0	0	·	·	·
46	CN(CC(O)Cn1c2ccccc2c2ccccc21)S(C)(=O)=O (configuration not stated)	0	0.1	0	-4	0	·	·	·
47	COc1ccc(-c2cc(C(=O)Nc3cccc(Cl)c3)no2)cc1	-1	0.1	0	-4	-99	3	0	-14
48	COc1ccc(CCC(C)N2CCc3ccccc3C2)cc1 (configuration not stated)	-2	0.0	0	-1	-3	·	0	6
49	CCOc1ccc(C2/C(=C(\O)c3cccc(OC)c3)C(=O)C(=O)N2c2ccccn2)cc1OC (configuration not stated)	4	0.0	3	-1	-5	6	6	5
50	COCC#Cc1cnc2c(c1)C(=O)N([C@H](C)CO)C[C@H](C)[C@H](CN(C)C(=O)Nc1cc(F)ccc1F)O2	1	-0.3	-7	-9	8	-3	0	1

The results go on.
item	SMILES	ERAP1 inh	XiGFP reactiv	S100A4 MyoIIA	SIRT5 inh	LGR2 inh	PGC1a acetyl inh	Cneo AK release	C2C12 statin
51	CCOc1ccccc1Nc1nnc(SCC(=O)Nc2cccc(S(=O)(=O)NC3=NCCCCC3)c2)s1	·	0.6	·	·	8	-20	1	4
52	O=C(/C(C=Nc1ccc(Br)cc1)=C(/O)c1ccco1)C(F)(F)F	0	0.2	4	-8	·	22	-2	·
53	CCOc1ccc(NC(=S)N(CCCN2CCCC2)Cc2cccn2Cc2ccc(Cl)cc2)cc1	1	-0.1	-3	-2	2	-3	3	-3
54	Cc1cccc(NC(=O)c2ccc3c(Cl)c4c(nc3c2)CCCC4)n1	-1	0.1	3	-2	-69	·	·	·
55	O=C(CNC(=O)c1ccc(Cl)cc1Cl)NCc1ccccn1	-2	-0.1	0	-1	1	4	2	2
56	CCOc1ccc(C(=O)NC2CCN(C(=O)Nc3ccc(F)cc3)CC2)cc1	1	0.0	-1	-1	11	-6	0	8
57	CC(C)n1nnnc1C1c2ccccc2C(=O)N1CCCN1CCOCC1 (configuration not stated)	·	0.1	-2	-2	10	·	·	·
58	O=C(Nc1ccc(O)cc1)c1c(O)c2c([nH]c1=O)CCCC2	-3	0.0	-1	1	-110	0	·	·
59	O=C(C[C@H]1CC[C@@H]2[C@H](COC[C@H](O)CN2CCC(F)(F)F)O1)N1CCC(Cc2ccccc2)CC1	4	-0.1	5	0	-15	-5	-2	22
60	CC1CC(C)CN(C(=S)Nc2ccc(OC(F)F)cc2)C1 (configuration not stated)	1	0.0	-11	0	0	-2	4	·
61	CCC(=O)N1C[C@@H]2[C@H](c3ccccc31)[C@@H](CO)N2Cc1ccccc1F	0	0.3	4	0	1	0	-2	2
62	COc1ccccc1OCCN1C(=O)S/C(=C\c2ccco2)C1=O	·	·	·	·	-10	-2	0	25
63	O=C(CN1C(=O)c2ccccc2S1(=O)=O)N1CCN(c2ccc(F)cc2)CC1	-10	·	-3	-2	·	-7	2	7
64	NC(=O)COC(=O)CC12CC3CC(CC(Br)(C3)C1)C2	1	0.1	0	0	2	·	·	·
65	COCCNc1c2c(nc3c(-c4ccccc4)c(C)nn13)CCCC2	·	·	·	·	-5	-15	12	-11

Compound activity: PubChem BioAssay, Broad Institute
